PhoP inhibition – inhibitors of PhoP regulon expression, primary screen, Salmonella Typhimurium, GFP reporter (AID 1863) | 300,000 tested, 0.16% active | S. Typhimurium PhoP-regulated promoter GFP reporter, 4 h; higher % means a stronger effect | one-dose inhibition, % at 50 µM; IC50 in µM for titrated hits;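 active means inhibition over 29.93%, a cutoff 3 SD above the screen mean, later confirmed by dose response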;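 further: 0% = low Mg2+ inducing control and 100% = high Mg2+ repressing control; strong numbers were not always called active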
Myeloid diff MLP – myeloid differentiation induction; ER-HoxA9 myeloid progenitors, lysozyme-GFP differentiation, flow cytometry; calls only at 10 µM; 360,000 tested, 1% active;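 active means normalized GFP-positive differentiation at or above the plate's own cutoff, the solvent-only control mean plus 3 SD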;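 further: cells exposed to compound for four days before flow analysis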
Myeloid diff MLP GFP+ MAC1+ % – second read-out of Myeloid diff MLP, no call of its own (marks repeat the call); GFP+ MAC1+ double positive, %; measured here: differentiation confirmed by MAC1 staining
Numbers without * were called inactive; i = inactive; & = joins results of further samples. Some of the compounds tested. The share of hits here may be higher or lower than overall.

SMILES	PhoP inhibition	Myeloid diff MLP	Myeloid diff MLP GFP+ MAC1+ %
CN(C(=O)Cn1cnc2ccccc2c1=O)C1CCS(=O)(=O)C1 (stereo not given)	2%	i	0.8
COc1ccc(-c2csc(NC(=O)CN3C(=O)NC4(CCCC4)C3=O)n2)c(OC)c1	-3%	i	1.3
O=C(/C=C/c1cccc(F)c1)OCC(=O)N1CCCc2ccccc21	1%	i	0.5
O=C(CCNC(=O)c1ccc([N+](=O)[O-])cc1)NCCC1=CCCCC1	-2%	i	1.5
Cc1ccc(/C=C/S(=O)(=O)NCC(=O)OCC(=O)Nc2ccc(C(N)=O)cc2)cc1	-4%	i	0.3
Cc1ccc2nc(NCCCO)[nH]c2c1	-2%	i	0.5
CC(C)(C)N(Cc1ccccc1)C(=O)COC(=O)c1ccccc1SCC(=O)N1CCCC1	2%	i	0.7
Cc1ccc2nc(SCC(=O)N3CCCCC3)nc(=O)n2c1	-1%	i	0.6
CCCCn1c(N)c(N(CCOC)C(=O)c2ccc(F)c(S(=O)(=O)N3CCOCC3)c2)c(=O)[nH]c1=O	1%	i	0.5
COc1ccc(COC(=O)CCNC(=O)c2ccc(Cl)cc2)cc1	3%	i	0.3
Cc1ccc(C(O)C(=O)c2ccco2)cc1 (stereo not given)	1%	i	2.2
O=C(c1ccc(OCCN2CCCCC2)cc1)c1c(-c2ccc(O)cc2)sc2cc(O)ccc12	5%&-3%	i	5.4&6.2
CN(CC(=O)Nc1ccccc1Cl)C(=O)Cn1nnc(-c2ccc(F)cc2)n1	8%	i	1.3
Cc1ccc2nc(N(CCN3CCOCC3)C(=O)CCS(=O)(=O)c3ccccc3)sc2c1	-3%	i	0.4
Cc1ccc(NC(=O)CSCC(=O)Nc2ccccc2N2CCCCC2)cc1	4%	i	0.6
Cc1cccc(NC(=O)c2cc(S(=O)(=O)N(C)c3ccc(F)cc3)ccc2Cl)n1	15%	i	0.3
CC(OC(=O)CCN=C1NS(=O)(=O)c2ccccc21)C(=O)NC1CCCCC1C (stereo not given)	7%	i	0.5
COc1ccc(S(=O)(=O)N2CCCC2CNC(=O)C(=O)NC2CCCCCC2)cc1 (stereo not given)	-6%	i	0.6
O=C(NCCOc1ccccc1)C1Nc2ccc(C(F)(F)F)cc2C2c3ccccc3CC12 (stereo not given)	1%	i	1.3
C[C@@H]1C(=O)O[C@H]2CC34[C@H]5C[C@@H](C(C)(C)C)[C@]36[C@@H](OC(=O)[C@@H]6O)O[C@@]4(C(=O)O5)[C@]21O (stereo not given in full)	-4%	i	1.5
COc1ccc(CCN2CC(C(=O)Nc3cc(F)ccc3F)CC2=O)cc1OC (stereo not given)	-10%	i	0.9
O=C(CCNC(=O)c1ccc([N+](=O)[O-])cc1)Nc1ccc(S(=O)(=O)N2CCOCC2)cc1	0%	i	0.3
COc1ccc(C(=O)COC(=O)CCN=C2NS(=O)(=O)c3ccccc32)c(OC)c1	-4%	i	0.5
Cc1ccc(OCCC(=O)Nc2ccc(S(=O)(=O)Nc3cc(C)nc(C)n3)cc2)cc1	-2%	i	0.7
CC(OC(=O)CCN1C(=O)C2CC=CCC2C1=O)C(=O)Nc1cccc(Cl)c1 (stereo not given)	-8%	i	0.8
Cc1ccn2c(=O)nc(SCC(=O)NCc3ccco3)nc2c1	5%	i	0.6
COCCCN(C(=O)C(C)Oc1ccc(Br)cc1)c1c(N)n(Cc2ccccc2)c(=O)[nH]c1=O (stereo not given)	3%	i	1.5
CN(CC(=O)Nc1ccc(Cl)c(C(F)(F)F)c1)C(=O)CCNC(=O)c1ccco1	1%	i	1.7
CCC(C)Sc1ccc([C@H]2N[C@@](C)(C(=O)OC)[C@H]3C(=O)N(C)C(=O)[C@@H]23)cc1OC (stereo not given in full)	4%	i	0.6
COc1cc(C(=O)OCC(=O)Nc2cccc(S(=O)(=O)N3CCOCC3)c2)ccc1OCC(C)C	-3%	i	0.1
O=C1CCc2cc(S(=O)(=O)NCc3ccc(Cl)cc3)cc3c2N1CC3	-10%	i	1.4
O=C(CNC(=O)c1ccccc1F)Nc1ccncc1	-3%	i	0.6
Cc1cccc(OCC(=O)Nc2ccccc2N2CCCC2)c1C	-6%	i	1.1
O=C(COC(=O)c1ccc(Cl)nc1)NNC(=O)c1ccc(Cl)cc1	2%	i	0.5
CCCCCC(=O)Nc1cc(S(=O)(=O)N2CCOCC2)ccc1Oc1ccc(OCC)cc1	7%	i	1.5
CCC(C)N(C(=O)COc1ccc(Cl)c2cccnc12)C1CCS(=O)(=O)C1 (stereo not given)	1%	i	0.2
O=C(NCCCN1CCOCC1)c1ccc(S(=O)(=O)Nc2ccccc2F)cc1	-4%	i	0.5
Cc1cccc(C(=O)NCC(=O)Nc2ccncc2)c1	-4%	i	1.5
O=C(COC(=O)Cc1ccccc1F)NCCNC(=O)COC(=O)Cc1ccccc1F	-3%	i	0.9
C[C@@H](NCCc1ccc(O)cc1)[C@@H](O)c1ccc(O)cc1	-8%	i	13
Cc1cccc(NC(=O)c2ccc(NC(=O)CC3SC(N4CCCC4)=NC3=O)cc2)n1 (stereo not given)	7%	i	0.6
COc1cc(C=O)ccc1OCC(=O)Nc1cccc(S(=O)(=O)N(C)c2ccccc2)c1	2%	i	0.7
CC1CC(C)CN(C(=O)c2cc3ccccc3o2)C1 (stereo not given)	7%	i	0.6
O=C(COC(=O)C1CCN(c2ccc(C(F)(F)F)cn2)CC1)c1ccccc1Cl	-8%	i	0.5
O=C(CSc1nc(=O)n(CCCN2CCOCC2)c2c1CCCC2)Nc1ccc(F)c(F)c1	5%	i	1.2
COCCCNC(=O)C(=O)NCC1CCCN1S(=O)(=O)c1cccs1 (stereo not given)	8%	i	0.4
O=C(NNC(=O)c1cc(Cl)ccc1O)c1cccc(S(=O)(=O)N2CCOCC2)c1	-1%	i	0.7
CCOC(=O)C1Nc2ccccc2C2c3ccccc3CC12 (stereo not given)	-7%	i	0.8
CCN(CC(=O)Nc1ccc(NC(C)=O)cc1)C(=O)c1ccc2ccccc2c1	-2%	i	1.3
O=C(COc1coc(CN2CCc3ccccc3C2)cc1=O)Nc1cccc(Cl)c1	3%	i	1.1
COc1ccc(-n2ccnc(SCC(=O)NCc3ccc(C)cc3)c2=O)cc1Cl	4%	i	1.2
Cc1ccc(C(=O)OCC(=O)N(CC(C)C)c2c(N)n(Cc3ccccc3)c(=O)[nH]c2=O)cc1[N+](=O)[O-]	-8%	i	0.6
COc1ccc(NC(=O)Cc2csc(NC(=O)Nc3ccccc3OC)n2)c(OC)c1	-3%	i	0.8
CC(C)(C)[C@@H]1C=C(C(N)=O)O[C@H](OCCCCO)C1	8%	i	1.5
Cc1cccc(C(C)n2nnc3ccccc32)c1O (stereo not given)	12%	i	1.0
O=C(NCC(=O)N1CCN(S(=O)(=O)c2ccccc2F)CC1)c1ccc2ccccc2c1	8%	i	0.6
O=C(NCc1nc2ccccc2[nH]1)C1=C[C@@H](c2ccc(C(F)(F)F)cc2)C[C@@H](OCCCCO)O1	8%	i	1.4
COc1ccc2nc(-c3ccccc3)nc(C3CCCCC3)c2c1	3%	i	0.8
Cc1ccc(S(=O)(=O)NCC(c2ccco2)N2CCc3ccccc32)cc1 (stereo not given)	1%	i	0.7
Cc1cc(=O)oc2cc(OC(=O)C3CCN(C(=O)c4ccc(F)cc4)CC3)ccc12	-1%	i	0.7

Next part.
SMILES	PhoP inhibition	Myeloid diff MLP	Myeloid diff MLP GFP+ MAC1+ %
CC(C)CCNC(=O)c1onc(CSc2ccc(F)cc2)c1C(=O)NCCC(C)C	-7%	i	1.3
O=C(O)CCCc1ccc2c(c1)CCc1ccccc1-2	-17%	i	1.4
O=C(NCCCn1ccnc1)c1cccc(S(=O)(=O)Nc2ccc(Br)cc2)c1	1%	i	0.5
COc1cc2c(c(OC)c1CC=C(C)C)C[C@H](c1ccc(O)cc1O)CO2	0%	i	1.4
Cc1ccc(S(=O)(=O)N(C)C)cc1NC(=O)COC(=O)CSc1ccccc1	-15%	i	0.4
CC(OC(=O)Cc1ccsc1)C(=O)Nc1ccc(Cl)cn1 (stereo not given)	4%	i	0.6
O=C(Nc1ccc(S(=O)(=O)O)cc1)c1ccc2c(c1)S(=O)(=O)c1ccccc1C2=O	-1%	i	1.7
Cc1ccc(S(=O)(=O)N(C)C)cc1NC(=O)COC(=O)CCC1CCCC1	3%	i	1.3
CC1(C)CC(=O)C=C(c2cccs2)C1	1%	i	1.8
C[C@H](OC(=O)N1CCN(C(c2ccccc2)c2ccccc2)CC1)[C@@H]1O[C@@]2(C)CCC[C@H]1O2	-6%	i	1.3
CCOc1ccc(NC(=O)CN(C)C(=O)c2cccnc2Sc2ccc(Cl)cc2)cc1OCC	1%	i	0.7
Cc1cc(F)ccc1NC(=O)C1CCN(C(=O)Nc2ccccc2)CC1	5%	i	1.1
CCc1ccc(N2CC(C(=O)OCC(=O)NNC(=O)c3ccccc3)CC2=O)cc1 (stereo not given)	-1%	i	1.0
Cc1ccc2nc(NC(=O)CN3C(=O)NC4(CCCCC4)C3=O)sc2c1	0%	i	0.8
COc1ccc(C(CNC(=O)c2cccc(NS(=O)(=O)c3ccc(C)c(F)c3)c2)N2CCOCC2)cc1 (stereo not given)	10%	i	0.7
COc1ccc(S(=O)(=O)N2CCN(C(=O)CN3C(=O)NC(C)(c4ccc5ccccc5c4)C3=O)CC2)cc1 (stereo not given)	5%	i	1.0
COc1cc(OC)cc(-c2nnc(NC(=O)CCS(=O)(=O)c3ccc(C)cc3)o2)c1	1%	i	0.9
CCCCn1c(N)c(N(CCOC)C(=O)c2ccc(N3CCCC3)c([N+](=O)[O-])c2)c(=O)[nH]c1=O	-1%	i	0.8
C=CCSc1nc2ccccc2n1S(=O)(=O)c1ccc(Cl)cc1	9%	i	1.2
CCC(=O)Nc1ccc(C(=O)COC(=O)C(CCSC)NC(=O)COc2ccccc2)cc1 (stereo not given)	11%	i	0.9
COc1ccc(-c2cc(C(=O)NCC(c3ccco3)N(C)C)c3ccccc3n2)cc1OC (stereo not given)	1%	i	0.6
COC(=O)C1=C(C)N(Cc2ccco2)C(=O)N[C@@H]1c1ccco1	1%	i	1.8
Cc1ccc(OCCNC(=O)c2ccc(COc3ccccc3)o2)cc1	5%	i	0.6
COc1ccccc1OCC(=O)N(Cc1nnc(-c2ccccc2Cl)o1)C1CC1	-2%	i	1.6
Cc1cc(C(=O)NNC(=O)CCCOc2ccccc2)c(C)o1	-1%	i	0.6
O=C(CN1C(=O)NC2(CCCC2)C1=O)N1CCN(c2cccc(C(F)(F)F)c2)CC1	4%	i	0.5
Cc1cccc(C(=O)Nc2cc(Cl)ccc2-n2cncn2)c1[N+](=O)[O-]	-8%	i	1.0
CSCCC(NC(=O)c1ccc(Cl)cc1)C(=O)OCC(=O)NCc1ccco1 (stereo not given)	0%	i	0.5
CCOc1ccc(S(=O)(=O)NCCC(=O)N2CCCC(C)C2)cc1 (stereo not given)	-2%	i	0.8
COc1cc2sc3ccc(C#CC4(O)CCCCC4)cc3c(=O)c2cc1OC	-9%	i	0.9
O=C(COC(=O)/C=C/c1ccc(OC(F)F)cc1)Nc1ccc(N2CCOCC2)cc1	0%	i	0.3
O=C(Nc1ncccc1O)c1ccc(Cl)c(S(=O)(=O)N2CCCCC2)c1	-4%	i	0.7
O=C(CCc1nc2ccccc2c(=O)[nH]1)NNC(=O)c1ccc(Cl)cc1	3%	i	0.7
CC(C)CCn1c(SCC(=O)NC2CC2)nc2cc(Cl)ccc2c1=O	3%	i	0.9
CC(=O)c1ccc(NC(=O)C(C)OC(=O)C2CCN(c3ccc(C(F)(F)F)cn3)CC2)cc1 (stereo not given)	0%	i	0.7
CNC(=O)c1ccsc1NC(=O)C1CCCN1S(=O)(=O)c1cccs1 (stereo not given)	-5%	i	1.4
Cc1ccc(S(=O)(=O)NCCC(=O)NCC(c2cccs2)N2CCOCC2)cc1 (stereo not given)	4%	i	0.9
COc1ccc(S(=O)(=O)NCc2ccccn2)cc1NC(=O)c1ccc(Cl)cc1	9%	i	1.7
CCOC(=O)C1CCN(CCCSc2ccccc2)CC1	-1%	i	0.5

Grouped by structure: those above containing an aryl thioether with sulfur outside any ring (twelve)
SMILES	PhoP inhibition	Myeloid diff MLP	Myeloid diff MLP GFP+ MAC1+ %
CC(C)(C)N(Cc1ccccc1)C(=O)COC(=O)c1ccccc1SCC(=O)N1CCCC1	2%	i	0.7
Cc1ccc2nc(SCC(=O)N3CCCCC3)nc(=O)n2c1	-1%	i	0.6
Cc1ccn2c(=O)nc(SCC(=O)NCc3ccco3)nc2c1	5%	i	0.6
CCC(C)Sc1ccc([C@H]2N[C@@](C)(C(=O)OC)[C@H]3C(=O)N(C)C(=O)[C@@H]23)cc1OC (stereo not given in full)	4%	i	0.6
O=C(CSc1nc(=O)n(CCCN2CCOCC2)c2c1CCCC2)Nc1ccc(F)c(F)c1	5%	i	1.2
COc1ccc(-n2ccnc(SCC(=O)NCc3ccc(C)cc3)c2=O)cc1Cl	4%	i	1.2
CC(C)CCNC(=O)c1onc(CSc2ccc(F)cc2)c1C(=O)NCCC(C)C	-7%	i	1.3
Cc1ccc(S(=O)(=O)N(C)C)cc1NC(=O)COC(=O)CSc1ccccc1	-15%	i	0.4
CCOc1ccc(NC(=O)CN(C)C(=O)c2cccnc2Sc2ccc(Cl)cc2)cc1OCC	1%	i	0.7
C=CCSc1nc2ccccc2n1S(=O)(=O)c1ccc(Cl)cc1	9%	i	1.2
CC(C)CCn1c(SCC(=O)NC2CC2)nc2cc(Cl)ccc2c1=O	3%	i	0.9
CCOC(=O)C1CCN(CCCSc2ccccc2)CC1	-1%	i	0.5
